# H1N1 NS1A inhibition = H1N1 influenza NS1A inhibitors, functional cell based assay (AID 504329); NS1A functional cell-based assay, percent inhibition; higher % means a stronger effect; inhibition, % at 12.5 µM; hits with a dose series show IC50 in µM; hit rate 0.3% among 340,000; in the data active = a potency from the dose series; inconclusive = inhibition above about 27% without an active follow-up result; also: strong numbers were not always called active
# tuberculosis growth = growth inhibition of non-replicating M. tuberculosis (AID 488890); inhibition, % at 25 µM, or IC50 in µM where a hit was titrated; hit rate 0.39% among 320,000; Mycobacterium tuberculosis non-replicating, growth inhibition; higher % means a stronger effect; in the data active = a potency from the dose series; inconclusive = inhibition mostly from about 82% at the one dose, without a potency; inactive = the rest, 99 in 100 with inhibition below about 76%;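 also: plate controls were DMSO cells for no effect and high antibiotic wells for full effect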
# inhibitors of VEEV = inhibitors of VEEV TC-83 cytopathic effect, confirmation, Vero cells (AID 588727); one-dose inhibition, % at 20 µM; IC50 in µM for titrated hits; hit rate 0.13% among 350,000; Vero cells, VEEV TC-83 cytopathic effect inhibition; higher % means a stronger effect; in the data active = a potency from the dose series; inconclusive = inhibition mostly from about 14% at the one dose, without a potency; inactive = the rest, 99 in 100 with inhibition below about 12%; also: strong numbers were not always called active
# H37Rv inhibition = M. tuberculosis growth inhibition, HTS (AID 449762). inhibition, % at 25 µM, or IC50 in µM where a hit was titrated. M. tuberculosis H37Rv growth inhibition, 7H9 media; higher % means a stronger effect. hit rate 0.59% among 330,000; in the data active = a potency from the dose series; inconclusive = inhibition above about 70% without an active follow-up result;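 also: bacterial growth assessed after seven days of incubation; strong numbers were not always called active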
# Salmonella PhoP GFP = PhoP regulon inhibitors, Salmonella typhi PhoP promoter GFP reporter, confirmatory (AID 1850) | one-dose inhibition, % at 50 µM; IC50 in µM for titrated hits | Salmonella Typhi PhoP-promoter GFP reporter, fluorescence, 4 h; higher % means a stronger effect | hit rate 0.33% among 310,000; in the data active = a potency from the dose series; inconclusive = inhibition mostly from about 25% at the one dose, without a potency; inactive = the rest, 99 in 100 with inhibition below about 19%;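 also: 0% = induced wells with vehicle and 100% = uninduced wells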
# inhibitors of VEEV 10K pilot screen = also measured in inhibitors of VEEV; calls as there; inhibition, %; measured here: 10K pilot screen inhibition
# An asterisk follows results filed as active; i = inactive; ? = inconclusive; . = no result given.
SMILES,H1N1 NS1A inhibition,tuberculosis growth,inhibitors of VEEV,H37Rv inhibition,Salmonella PhoP GFP,others
CN1CCN(CCc2nc3cc(NC(=O)c4ccco4)ccc3n2C)CC1,-4%,2%,0.9%,3%,4%,
CCOC(=O)C1CCCCN1Cc1ccc(OC)c(OC)c1OC (centres undefined),-2%,-3%,0.2%,-4%,4%,
N#Cc1cccc(NC(=O)CC2CCCC2)c1,-8%,14%,0.7%,9%,10%,
COc1ccc(OC)c(-c2csc(N(CC3CCCO3)C(=O)C3CCCCC3)n2)c1 (centres undefined),-3%,10%,i,8%,4%,
Fc1cccc(CCN2C(=S)NC[C@@H]2Cc2ccccc2)c1,-8%,21%,0.4%,0%,12%,inhibitors of VEEV 10K pilot screen=0.3
CCCCNS(=O)(=O)c1ccc(S(=O)(=O)N2CCC3(CC2)OCCO3)cc1,-8%,-8%,i,-5%,3%,
CC(OC(=O)c1ccc([N+](=O)[O-])o1)C(=O)Nc1nc(-c2ccc(F)c(F)c2)cs1 (centres undefined),9%,.,9.7%,.,.,
Cc1ccc(OCC(=O)NCc2ccco2)c([N+](=O)[O-])n1,4%,-1%,1.4%,7%,-29%,
Cn1cccc1Cc1nnc(SCC(=O)Nc2ccc(Cl)cc2)n1-c1ccc(F)cc1,2%,14%,1.9%,-4%,17%,
CCOC(=O)C1=C(C)NC(=O)NC1C1CC=CCC1 (centres undefined),2%,53%,5.9%,3%,10%,
CCOc1cccc(-c2c(C(=O)N/N=C/c3ccsc3)nnn2-c2nonc2N)c1,2%,7%,0.1%,-1%,2%,
O=C(COC(=O)c1ccccc1C(=O)c1ccc(Cl)cc1)NCC1CCCO1 (centres undefined),-1%,13%,0.1%,1%,3%,
O=[N+]([O-])c1ccccc1/C=N/Nc1nccnc1Cl,2%,27%,3.6%,-5%,-4%,
COc1cc(/C=C/C(=O)OCC(=O)Nc2cc(C)c(C)cc2[N+](=O)[O-])ccc1O,11%,-3%,i,-6%,5%,
Cc1ccc(N(CC(=O)NCc2ccccc2)C(=O)CCC(=O)Nc2ccccn2)c(C)c1,5%,8%,5.6%,3%,-7%,
Cc1ccc(C(=O)/C=C/N(C)C)cn1,-3%,-6%,1.0%,-4%,-4%,
CCc1ccc(Nc2nc(N)nc(CSc3nc4ccccc4s3)n2)cc1,-9%,35%,1.4%,8%,3%,
CCOc1c(Cl)cc(CNCC(O)c2ccccc2)cc1OC (centres undefined),5%,27%,0.5%,4%,-8%,
CCCCCn1c(SCC2CCCO2)nc2cc(C(=O)N3CCC(C(N)=O)CC3)ccc2c1=O (centres undefined),1%,-1%,i,-7%,4%,
COc1ccc(S(=O)(=O)N2C[C@H]3CON(C)[C@H]3C[C@H]2c2cccc(Br)c2)cc1,8%,.,1.0%,.,.,
CN(CC(=O)Nc1ccc(F)cc1)C(=O)C1CCCC1,-6%,8%,0.8%,-5%,.,
CCC(C)Sc1ccc([C@H]2N[C@@](Cc3ccccc3)(C(=O)OC)[C@H]3C(=O)N(CC)C(=O)[C@@H]23)cc1 (some centres undefined),-8%,17%,4.3%,7%,7%,
CN(C)c1cc(-c2cccc(C(F)(F)F)c2)oc(=O)c1Cl,11%,14%,2.5%,5%,-4%,
CCOc1ccccc1NC(=S)N1CCC(NC(=O)NC23CC4CC(CC(C4)C2)C3)CC1,7%,42%,i,-4%,8%,
O=S(=O)(NC1CCCCC1Nc1ccc(Cl)cc1)c1ccccc1 (centres undefined),1%,4%,i,-1%,1%,
# Carrying on.
SMILES,H1N1 NS1A inhibition,tuberculosis growth,inhibitors of VEEV,H37Rv inhibition,Salmonella PhoP GFP,others
COc1cccc(NC(=O)CN2C(=O)CSc3nc(C)cc(C)c32)c1,5%,18%,0.9%,2%,2%,
Cc1ccc(N2CC(C(=O)Nc3ccccc3C(=O)NC3CCCCC3)CC2=O)cc1 (centres undefined),4%,-4%,3.0%,-16%,-2%,
O=C(c1ccco1)N1CCN(C(c2ccc(Cl)cc2)c2nnnn2CC2CCCO2)CC1 (centres undefined),-1%,14%,5.5%,-8%,11%,
Cc1cccn2c(=O)c(C=O)c(N3CCSCC3)nc12,0%,74%,i,?,8%,
O=C1c2cccc3cccc(c23)C(=O)N1CC1CCN(S(=O)(=O)c2ccc(F)cc2)CC1,-1%,-15%,1.3%,-7%,-6%,
NS(=O)(=O)c1ccc(N2N=C(c3ccccc3)CC2c2ccccc2Cl)cc1 (centres undefined),-7%,.,0.1%,.,.,
NC(=O)c1ccccc1NS(=O)(=O)c1ccc(S(=O)(=O)N2CCCC2)cc1,-4%,20%,1.1%,-9%,.,
CN(C)c1ccc(C(=O)N=c2sccn2C)cc1[N+](=O)[O-],-8%,-12%,6.9%,-3%,-6%,
C/[N+]([O-])=C1\Cc2ccccc2C1=O,-1%,-8%,1.0%,-8%,24%,
COc1ccc(SC[C@H](Cc2ccccc2)N2CC[C@@H](C(C)(C)C)CCC2=O)cc1,4%,0%,5.1%,-12%,.,
CC(C)Cc1nnc(NC(=O)c2ccc(S(=O)(=O)N3CCCC3)cc2)s1,-4%,.,8.7%,.,.,
COc1ccc(Nc2nc3cc(C)ccc3cc2C#N)c(OC)c1,-5%,-16%,i,0%,-6%,
COc1ccc(C=NNc2ccc([N+](=O)[O-])cc2S(=O)(=O)Nc2ccccc2C(=O)O)cc1OC,0%,-2%,2.3%,1%,.,
CCn1c(C)nc2cc(C(=O)NNS(=O)(=O)c3cc(Br)ccc3Br)ccc21,-5%,12%,0.1%,-10%,-3%,
CN(C)S(=O)(=O)c1ccc(Cl)c(NC(=O)COC(=O)/C=C/c2ccc(S(=O)(=O)N3CCOCC3)cc2)c1,-2%,1%,0.7%,20%,-2%,
O=C(OCC(=O)N1CCN(Cc2ccccc2)CC1)c1cc(Cl)ccc1[N+](=O)[O-],-6%,47%,0.9%,?,.,
Cc1ccc(NS(=O)(=O)c2cccc(C(=O)NNC(=O)c3cccn3C)c2)c(C)c1,23%,10%,7.6%,-14%,-4%,
CC(C)(C)NC(=S)NCc1ccco1,-11%,-19%,1.7%,0%,3%,
CCCCN1C[C@H](CO)Oc2cccc(F)c2S1(=O)=O,-5%,.,0.4%,.,.,
Cc1ccc(CNC(=O)C2CCCN(S(=O)(=O)c3cccc4nonc34)C2)cc1 (centres undefined),1%,-16%,1.0%,2%,-39%,
CN1C2CCC1C(C(=O)O)C(O)C2 (centres undefined),-17%,-7%,1.0%,0%,.,
COc1ccc(/C=N/NC(=O)c2cccc(NC(=O)c3ccccc3Cl)c2)cc1OC,0%,17%,4.2%,39%,5%,inhibitors of VEEV 10K pilot screen=1.8
CC1CN(S(=O)(=O)c2ccc(C(=O)Nc3ccc(S(=O)(=O)N4CCOCC4)cc3)cc2)CC(C)O1 (centres undefined),-2%,-2%,i,-1%,-6%,
CN1C(=O)C(=O)/C(=C(/O)c2ccccc2)C1c1ccc(Br)cc1 (centres undefined),-6%,10%,i,-4%,7%,
COc1cc(C2/C(=C(\O)c3ccc4c(c3)CC(C)O4)C(=O)C(=O)N2CC2CCCO2)cc(OC)c1OC (centres undefined),-4%,.,1.0%,.,.,
# Next part.
SMILES,H1N1 NS1A inhibition,tuberculosis growth,inhibitors of VEEV,H37Rv inhibition,Salmonella PhoP GFP,others
Cc1ccc(CS(=O)(=O)Cc2ccc(C(=O)NC3CCCCCC3)o2)cc1,-11%,-1%,1.9%,5%,-1%,
CCOc1ccc(C(=O)NCC(=O)OCc2c(F)cccc2Cl)cc1,-7%,4%,0.4%,-6%,-7%,
CC(C1CC1)N(C(=O)c1ccccc1O)c1ccccc1 (centres undefined),-3%,22%,0.3%,-1%,-2%,
Cc1ccc(CN2CCN(CC(=O)NCc3ccc(Cl)cc3)C2=O)cc1,-4%,9%,9.9%,7%,2%,
O=C(O)c1ccc(CSCc2ccco2)cc1,-18%,2%,0.6%,6%,1%,
CN(C)C(CNC(=O)CCCc1c[nH]c2ccccc12)c1ccco1 (centres undefined),3%,17%,2.3%,-11%,1%,
CCOP(C)(=O)C1(C(=O)OCc2ccccc2)CC1 (centres undefined),-5%,1%,i,-4%,-5%,
CCOC(=O)CSc1nnc(CNC(=O)c2cccs2)n1-c1cc(OC)ccc1OC,4%,5%,2.4%,-2%,-5%,
CCOC(=O)c1c(/N=C/c2ccc(OC)cc2O)sc2c1CCN(C)C2,22%,-9%,1.4%,3%,6%,
CCOC(=O)c1c(N2C(=O)Nc3ccccc3N2O)n[nH]c1-c1cccc(OC)c1,-6%,0%,1.3%,-2%,0%,
CN1CCN(c2ccc(C(F)(F)F)cc2NC(=O)c2ccco2)CC1,-9%,-14%,0.7%,-12%,-4%,
CN(c1ccccc1C(=O)Nc1cccc([N+](=O)[O-])c1)S(C)(=O)=O,6%,-3%,0.3%,-2%,-1%,
CN(C)C(=O)Oc1ccc2c(c1)O/C(=C\c1cccc([N+](=O)[O-])c1)C2=O,-25%,-10%,i,4%,1%,
C/C(=N\NC(=O)CC1N=C(Cc2ccccc2)NNC1=O)c1ccccc1 (centres undefined),3%,.,4.8%,-4%,-9%,
COc1ccc(N2C(=O)CCC(C(=O)N3CCCCCC3)C2c2ccc(OC)c(OC)c2)cc1 (centres undefined),-3%,-3%,0.2%,0%,2%,inhibitors of VEEV 10K pilot screen=0.1
COc1cc(NC(=O)C2=C(C)OCCS2)c(Cl)cc1C(=O)NCCN1CCN(C)CC1,-28%,34%,0.8%,5%,3%,
CSc1nc2ccccc2n1CC(=O)Nc1cc(C(F)(F)F)ccc1N1CCOCC1,-1%,9%,7.0%,4%,8%,
CCOC(=O)Cn1c(CCC(=O)O)ccc1-c1ccc(F)cc1,0%,12%,0.8%,-5%,-6%,
COc1ccc(Cl)cc1CN1C(=O)NC2(CCCCCC2)C1=O,16%,8%,1.5%,32%,-35%,
COc1cc2c(cc1O)C[C@H]1NCCc3cc4c(c-2c31)OCO4,11%,63%,i,53%,4%,
Cc1cccc(C)c1NC(=O)COC(=O)COc1ccc2c(C)cc(=O)oc2c1,10%,3%,0.3%,1%,-1%,
Cn1ccnc1C(O)c1ccc(OCc2ccccc2)cc1 (centres undefined),4%,33%,0.6%,-4%,6%,
CCCn1c2ccccc2c2cnn(CC(=O)NCCCN3C(C)CCCC3C)c(=O)c21 (centres undefined),7%,38%,i,-3%,-13%,

# Gathered by group: the compounds so far containing a furan ring, fused or not
SMILES,H1N1 NS1A inhibition,tuberculosis growth,inhibitors of VEEV,H37Rv inhibition,Salmonella PhoP GFP,others
CN1CCN(CCc2nc3cc(NC(=O)c4ccco4)ccc3n2C)CC1,-4%,2%,0.9%,3%,4%,
CC(OC(=O)c1ccc([N+](=O)[O-])o1)C(=O)Nc1nc(-c2ccc(F)c(F)c2)cs1 (centres undefined),9%,.,9.7%,.,.,
Cc1ccc(OCC(=O)NCc2ccco2)c([N+](=O)[O-])n1,4%,-1%,1.4%,7%,-29%,
O=C(c1ccco1)N1CCN(C(c2ccc(Cl)cc2)c2nnnn2CC2CCCO2)CC1 (centres undefined),-1%,14%,5.5%,-8%,11%,
CC(C)(C)NC(=S)NCc1ccco1,-11%,-19%,1.7%,0%,3%,
Cc1ccc(CS(=O)(=O)Cc2ccc(C(=O)NC3CCCCCC3)o2)cc1,-11%,-1%,1.9%,5%,-1%,
O=C(O)c1ccc(CSCc2ccco2)cc1,-18%,2%,0.6%,6%,1%,
CN(C)C(CNC(=O)CCCc1c[nH]c2ccccc12)c1ccco1 (centres undefined),3%,17%,2.3%,-11%,1%,
CN1CCN(c2ccc(C(F)(F)F)cc2NC(=O)c2ccco2)CC1,-9%,-14%,0.7%,-12%,-4%,
